Assay outcomes deposited in PubChem BioAssay by National Center for Advancing Translational Sciences (NCATS).
GLP1R cytotox – cytotoxic in the GLP-1 receptor inverse agonist counter-screen | HEK293 cAMP-luciferase reporter cells, luminescence, 24 h | Potency, µM (doses to about 38.3 µM), inactives show top-dose activity change, negative = inhibition, hits mostly inhibitors | hit rate 0.13% among 410,000 | AID 624418; active = well fitted inhibition curve with a large enough effect; inconclusive = small, poorly fitted or top-dose-only effect, or another doubt; inactive = no such curve, though single readings can be large or run the other way;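 also: loss of luciferase light is scored as toxicity; potency is read from the fitted curve at half-maximal effect; % is scaled to controls: 0 for no effect and ±100 for the full control effect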
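Here, cytotoxicity is scored as loss of luminescence. The MLSMR collection was tested on cells seeded in medium containing 10% Nu serum, with a 24 hr compound exposure preceded by 12 hours of culture.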
D3 ag – activates the human D3 dopamine receptor | P35462 | D3R DiscoveRx beta-arrestin cells, luminescence, 90 min | max activation, % | hit rate 0.58% among 410,000; in the data active = max activation above about 30%; also: 0% is about no effect; mostly tested at two doses, the higher about 12 µM
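Agonist-mode cell screen: cells plated at 1500/well and incubated overnight at 37 °C, then exposed to library compounds for 90 min at 37 °C. Detection reagent was added for 30–60 min at room temperature, and luminescence was read.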
Numbers without * were called inactive; u = inconclusive. These rows are one share of the data, so the mix of outcomes need not match the whole.

SMILES	GLP1R cytotox	D3 ag
COc1cccc(CNC(=O)Cc2c(C)c3c(cc(C)c4c(C)coc43)oc2=O)c1	5%	8
COc1cc(NC(=O)c2c(C)oc3ncnc(N4CCCCC4)c23)cc(OC)c1	-3%	5
Cc1c(C(=O)Nc2ccc(F)c(C(F)(F)F)c2)sc2nc(-c3ccccc3)cn12	3%	-10
Cc1cccc(CSc2nc3cc(C(=O)NC4CCCC4)ccc3c(=O)n2Cc2ccccc2)c1	-7%	2
CCOc1ccc(C(=O)N2CCC(c3nc(-c4ccc(S(=O)(=O)N5CCCC5)cc4)no3)CC2)cc1	3%	14
Cc1nc2ccn(Cc3ccco3)c(=O)c2cc1C(=O)N1CCN(c2ccccc2F)CC1	0%	2
CCCOc1ccccc1C(=O)N1CCCCC1CCN1CCCCC1 (configuration not stated)	-10%	49*
CCCC(=O)NC1CC(=O)N(c2ccc3c(c2)OCCO3)C1 (configuration not stated)	0%	-15
CCOc1ccc(CCNS(=O)(=O)c2cc(Br)cc3c2N(C(C)=O)CC3)cc1OCC	6%	-17
CCCCC(Sc1nc2cc3c(cc2c(=O)n1CCCC(=O)NCc1ccc2c(c1)OCO2)OCO3)C(=O)OCC (configuration not stated)	1%	-8
CC1=C(c2ccc(C)c(C)c2)S(=O)(=O)NC1=NCc1ccccc1Cl	-7%	-20
Cn1nc(C(=O)N2CCN(c3ccc(F)cc3)CC2)c2c1-c1ccccc1SC2	27%	-3
CCOc1ccc2oc(=O)cc(CN3CCN(C(=O)c4cccc(F)c4)CC3)c2c1	23%	0
Cc1cccc(N(C)c2nc3ccc(C)cc3n3nnnc23)c1	5%	0
CCOc1ccccc1CNC(=O)c1ccc(CS(=O)Cc2cccc(Cl)c2)o1 (configuration not stated)	-8%	11
Cc1ccc(S(=O)(=O)Nc2cc3c(cc2C)n(C)c(=O)c(=O)n3C)c(C)c1	2%	-4
CCOC(=O)c1sc(NC(=O)C(C)Oc2ccc(OC)cc2)c(C(=O)OCC)c1C (configuration not stated)	1%	-11
Cc1ccccc1C(=O)Nc1ccccc1OCc1cc(=O)n2ccccc2n1	0%	10
Cc1ccccc1NC(=O)CSc1ccc(-c2cccs2)nn1	-7%	3
CCC(O)c1nc2ccccc2n1CCOc1cc(C)cc(C)c1 (configuration not stated)	18%	9

Reformatted in markdown: 14 of the compounds above
| compound | GLP1R cytotox | D3 ag |
| --- | --- | --- |
| COc1cccc(CNC(=O)Cc2c(C)c3c(cc(C)c4c(C)coc43)oc2=O)c1 | 5% | 8 |
| COc1cc(NC(=O)c2c(C)oc3ncnc(N4CCCCC4)c23)cc(OC)c1 | -3% | 5 |
| Cc1c(C(=O)Nc2ccc(F)c(C(F)(F)F)c2)sc2nc(-c3ccccc3)cn12 | 3% | -10 |
| Cc1cccc(CSc2nc3cc(C(=O)NC4CCCC4)ccc3c(=O)n2Cc2ccccc2)c1 | -7% | 2 |
| CCOc1ccc(C(=O)N2CCC(c3nc(-c4ccc(S(=O)(=O)N5CCCC5)cc4)no3)CC2)cc1 | 3% | 14 |
| Cc1nc2ccn(Cc3ccco3)c(=O)c2cc1C(=O)N1CCN(c2ccccc2F)CC1 | 0% | 2 |
| CCCOc1ccccc1C(=O)N1CCCCC1CCN1CCCCC1 (configuration not stated) | -10% | 49* |
| CCCC(=O)NC1CC(=O)N(c2ccc3c(c2)OCCO3)C1 (configuration not stated) | 0% | -15 |
| CCOc1ccc(CCNS(=O)(=O)c2cc(Br)cc3c2N(C(C)=O)CC3)cc1OCC | 6% | -17 |
| CCCCC(Sc1nc2cc3c(cc2c(=O)n1CCCC(=O)NCc1ccc2c(c1)OCO2)OCO3)C(=O)OCC (configuration not stated) | 1% | -8 |
| CC1=C(c2ccc(C)c(C)c2)S(=O)(=O)NC1=NCc1ccccc1Cl | -7% | -20 |
| Cn1nc(C(=O)N2CCN(c3ccc(F)cc3)CC2)c2c1-c1ccccc1SC2 | 27% | -3 |
| CCOc1ccc2oc(=O)cc(CN3CCN(C(=O)c4cccc(F)c4)CC3)c2c1 | 23% | 0 |
| Cc1cccc(N(C)c2nc3ccc(C)cc3n3nnnc23)c1 | 5% | 0 |

The results go on.
SMILES	GLP1R cytotox	D3 ag
Cc1cccc(Nc2nc(-c3ccccc3)c3cc(C)ccc3n2)c1	-3%	1
O=C(c1ccc2c(c1)OCCO2)N(Cc1cccnc1)c1nc2c(F)cc(F)cc2s1	-7%	1
Cn1c(SCc2ccc(C(F)(F)F)cc2)nc2c([nH]c3ccccc32)c1=O	4%	1
CCN(C(=O)CSc1nnc(-c2cc3occc3n2C)n1-c1ccccc1C)c1cccc(C)c1	7%	3
CCOc1ccc(CCNC(=O)Cn2ncn3c(cc4sc(C)cc43)c2=O)cc1OCC	-5%	9
CC1=C(C(=O)Nc2ccc(C)cc2C)C(c2ccccc2[N+](=O)[O-])n2ncc(C(=O)Nc3ccccc3)c2N1 (configuration not stated)	-2%	0
Cc1ccc(C2c3c(oc4ccccc4c3=O)C(=O)N2c2nnc(C)s2)cc1 (configuration not stated)	6%	6
Cc1cccc(NC(=O)c2ccc(CNS(=O)(=O)c3ccc4c(c3)C(C)(C)C(=O)N4C)cc2)c1	-27%	2
Cc1ccc(CNC(=O)c2sc3nc(-c4ccccc4)cn3c2C)cc1	-11%	-12
O=C(NCc1ccccc1Cl)c1ccc2c(c1)NC(=O)C(CS(=O)(=O)Cc1ccc(F)cc1Cl)N2 (configuration not stated)	-4%	47*
COC(=O)c1ccc(C(=O)OC)c(NC(=O)c2c(-c3ccccc3)c(-c3ccccc3)nn(C)c2=O)c1	-7%	8
Cc1c(C(=O)OC2CCCC2)[nH]c2c1C(=O)CC(c1ccc(Cl)cc1)C2 (configuration not stated)	2%	-16
O=C(c1cc(S(=O)(=O)N2CCCC2)c[nH]1)N1CCN(c2cccc(Cl)c2)CC1	-18%	-24
CN(Cc1ccccc1)c1ncnc2c1nc1n2CCCC1	-13%	2
COc1ccccc1-c1nc2c(c(SCC(=O)Nc3c(C)cc(C)cc3C)n1)Cc1c(CO)cnc(C)c1O2	1%	-12
COc1ccc2nc(NC(=O)c3nc(S(=O)(=O)Cc4ccccc4F)ncc3Cl)sc2c1	u	-20
CCCOc1cccc(C2c3c(-c4ccccc4O)n[nH]c3C(=O)N2Cc2ccco2)c1 (configuration not stated)	u	3
COc1ccc2oc(=O)cc(CN3CCN(c4ccccc4OC)CC3)c2c1	8%	-22
Fc1cccc(-n2ncc3c2ncn2nc(Cc4ccccc4)nc32)c1	-2%	3
Cc1ccc(Cn2c(CNC(=O)c3ccc(Cl)c([N+](=O)[O-])c3)nc3cccnc32)cc1	-1%	-11
O=C(COc1ccccc1Cl)Nc1nc2c(s1)CCCC2	1%	-13
CCS(=O)(=O)c1ccccc1C(=O)N1CCN(c2nc3ccccc3s2)CC1	-23%	-5
CC(=O)Nc1c(C)nn(-c2ccccc2)c1N1CCC(C(=O)NCc2cccc(Cl)c2)CC1	-3%	8
COc1ccc(NC(=O)Cn2c(=O)c3cccn3c3ccccc32)cc1	3%	5
COc1ccccc1CCNC(=O)Cc1c(C)c2cc3c(C)coc3cc2oc1=O	2%	7
O=C(NC1CCCCC1)c1ccc(Cn2c(SCc3ccc(F)cc3)nc3cccnc32)cc1	3%	-14
CCc1ccc2occ(CC(=O)Nc3ccc(OC)c(Cl)c3)c2c1	1%	17
Cc1cccc(S(=O)(=O)c2cn(C)c3cc(N4CCC(C)CC4)c(F)cc3c2=O)c1	-2%	-19
COc1ccc(C(CC(=O)Nc2cccc(C)c2C)N2Cc3ccccc3C2=O)cc1 (configuration not stated)	0%	-10
CCOc1ccc2nc(N(Cc3cccnc3)C(=O)c3cccs3)sc2c1	3%	1
CCc1cccc(CC)c1NC(=O)c1cc(S(=O)(=O)N2CCc3ccccc32)cn1C	7%	-17
CCc1ccccc1NC(=O)Cn1c(=O)n(C(C)C)c(=O)c2oc3ccccc3c21	4%	-16
COc1ccc(-c2nc3scc(CCNS(=O)(=O)c4ccc(Oc5ccccc5)cc4)n3n2)cc1OC	0%	1
O=C(O)CSc1nc2ccc(NC(=O)COc3ccc(Cl)cc3)cc2s1	7%	-10
CCOC(=O)c1cccc(NC(=O)c2oc3c(c2C)-c2[nH]ncc2CC3)c1	-30%	-25
Cc1ccc(S(=O)(=O)C(CNS(=O)(=O)c2ccc(F)c(C)c2)c2cccs2)cc1 (configuration not stated)	-6%	-13
O=C(NCCCN1CCN(c2ccccc2)CC1)c1ccc2nc(Cc3ccccc3)oc2c1	-21%	9
CCc1ccccc1NC(=O)Cn1nnc(-c2nc(-c3ccc(C)cc3)no2)c1N	6%	2
COc1ccc(CNC(=O)CCn2c(=O)c3cccn3c3ccc(F)cc32)cc1OC	-7%	-8
CCc1cccc(C)c1NC(=O)Cn1ccn(-c2cccc(OC)c2)c(=O)c1=O	-6%	6
Cc1ccc2c(c1)c(=O)c(C(=O)c1ccncc1)cn2CC(=O)Nc1ccc(C(C)C)cc1	-6%	-22
COc1ccccc1NC(=O)Cn1cc(C(=O)c2ccncc2)c(=O)c2cc(C)ccc21	7%	-13
CCOC(=O)c1ccc(NC(=O)CCCn2c(=O)c3cccn3c3cccnc32)cc1	24%	-12
CCOC(=O)c1cc(C)n(CC2CCC(C(=O)Nc3ccc(OC)c(OC)c3)CC2)c1C (configuration not stated)	-6%	3
Cc1ccc(-n2nc3ccc(NC(=O)COc4ccccc4)cc3n2)cc1Cl	-8%	6
COc1cc(-c2cc3n(C)c(C)c(CCC(=O)Nc4ccc(F)cc4)c(=O)n3n2)cc(OC)c1OC	5%	10
O=C(Cn1cc(SCc2ccc(F)cc2)c2ccccc21)N1CCCCCC1	1%	-15
CC(C)NC(=O)c1ccc(-n2c(-c3ccccc3)cc3c2CCCCC3)cc1	-3%	-18
Cc1cc(C)c(S(=O)(=O)NCCc2csc3nc(-c4ccc(Cl)cc4)nn23)c(C)c1	2%	8
CCOC(=O)c1cc(-c2ccc(OC)cc2)n(CCC(=O)Nc2nc3ccc(OCC)cc3s2)c1C	-14%	12
O=C(NCc1ccccc1)c1ccc2c(c1)N(Cc1ccccc1)C(=O)c1ccccc1S2(=O)=O	2%	-6
CC(C)CNc1ncnc2c1nnn2C	-21%	-16
CC(=O)N1c2ccc(S(=O)(=O)NCC3CCC(C(=O)Nc4cccc(C)c4)CC3)cc2CC1C (configuration not stated)	-1%	13
Cc1ccc(Cn2c(C)c3cnn(CC(=O)N4CCN(c5cc(C)ccc5C)CC4)c(=O)c3c2C)cc1	-8%	10
COC(=O)c1c(NC(=O)CCCOc2cccc(C)c2)sc2c1C(C(=O)OC)CC2 (configuration not stated)	1%	15
CC(C)c1ccc(NC(=O)C2CCN(c3nc(-c4ccc(C(C)C)cc4)no3)CC2)cc1	6%	7
COc1ccc(CSc2nc3ncccc3[nH]2)cc1	-14%	7
COc1cc(OC)c(NC(=O)C(c2ccccc2)N2Cc3ccccc3C2=O)cc1Cl (configuration not stated)	-2%	-5
Cc1ccc(NC(=O)c2c(C)oc3ncnc(N4CCCCC4)c23)c(C)c1	-2%	-16
CCOc1ccc(C(=O)N(Cc2sccc2C)C2CCS(=O)(=O)C2)cc1 (configuration not stated)	5%	2

Further compounds follow:
SMILES	GLP1R cytotox	D3 ag
Cc1cccc(C(=O)NC2=NC(c3ccc(Cl)cc3)CC(=O)N2)c1 (configuration not stated)	3%	2
CCc1ccc(CNC(=O)c2c(C)oc3ncnc(N4CCOCC4)c23)cc1	-2%	-10
Cc1cc(C)cc(NC(=O)CN2C(=O)CSc3ccc(S(=O)(=O)N4CCCC4)cc32)c1	-4%	-14
CCOc1ccc(C(=O)NCc2ccc3c(c2)CCN3C(=O)c2ccc(C)cc2)cc1OCC	-8%	-26
Clc1ccc(-c2nc3c4cnn(-c5ccccc5Br)c4ncn3n2)c(Cl)c1	5%	1
O=C(c1ccco1)N(Cc1cccnc1)c1nc2ccc(F)cc2s1	12%	-9
Cn1nnnc1SCCNCc1ccccc1OCc1ccc(Cl)cc1Cl	u	-16
Cc1ccc2c(c1)c(=O)c(C(=O)c1ccncc1)cn2CC(=O)Nc1ccccc1Cl	3%	-16
Cc1cc(Cl)ccc1NC(=O)C1CCN(c2nnc(-n3c(C)ccc3C)s2)CC1	2%	-17
O=C(NCc1ccccc1Cl)c1cc2c(s1)-c1ccccc1SC2	-6%	10
Cc1nn(-c2ccc3nnc(C)n3n2)c(C)c1CCC(=O)Nc1ccc(OC(F)(F)F)cc1	1%	1
CCOC(=O)c1ccc(CN(Cc2ccc(F)cc2)S(=O)(=O)c2ccc(F)c(C(=O)Nc3ccccc3C(F)(F)F)c2)cc1	1%	-1
CCn1c(=O)c2sccc2n2c(CCCC(=O)N3CCN(c4ccccc4OC)CC3)nnc12	5%	15
CCCCSc1nc(-c2cccc(OC)c2)nc2c1Cc1c(CO)cnc(C)c1O2	-3%	12
CCOC(=O)N1CCN(Cc2nc3cc(NC(=O)c4ccccc4Cl)ccc3n2C(C)C)CC1	u	-33
O=S(=O)(c1ccc(-n2cnnn2)cc1)N1CCN(c2cccc(Cl)c2)CC1	17%	-13
COc1cccc(N2CCN(S(=O)(=O)c3ccc(-c4cc(C(F)(F)F)on4)s3)CC2)c1	-7%	8
CC(C)C(=O)N1c2nc(-c3ccco3)nn2C2(CCCCC2)[C@@H]2CCCC[C@@H]21	2%	7
CCOc1ccc(CC(=O)NCCS(=O)(=O)N2CCN(c3ccccc3OC)CC2)cc1	-10%	2
CC(C)CC(=O)Nc1nnc(SCc2cc(=O)n3ccccc3n2)s1	6%	5
CCc1nn(CC(=O)NCCc2ccc(OC)cc2OC)c(=O)c2cc3sccc3n12	11%	-16
CCc1ccc(NC(=O)C2CCN(c3nnc(-n4c(C)ccc4C)s3)CC2)cc1	1%	-10
Cc1noc2ncnc(N3CCN(c4cccc(C(F)(F)F)c4)CC3)c12	1%	-2
